Screens deposited in PubChem by National Center for Advancing Translational Sciences (NCATS).
WRN helicase inh – WRN helicase (human) inhibition | Q14191 | WRN helicase unwinding, fluorescent forked duplex, kinetic | Potency, µM (highest dose often 114 µM), for inactives: at the top dose activity change, negative = inhibition, most hits filed as inhibitors | 360,000 tested, 0.46% active | AID 651768; note: potency is the fitted concentration of half-maximal effect; % is set by controls: 0 for no effect and ±100 for the full control effect; nearly all actives have a fitted effect of over 55% in size
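Fluorescence dequenching readout, ex 525 nm/em 598 nm, kinetic mode: forked duplex DNA (100 nM final) with adjacent fluorophore and quencher unwound by WRN (20 nM final) with 2 mM ATP. Compound preincubation 15 min, room temperature.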
DRD3 agonist – activates the human D3 dopamine receptor; D3R DiscoveRx beta-arrestin cells, luminescence, 90 min; 410,000 tested, 0.58% active; P35462; max activation, %; in the data active = max activation above about 30%; note: 0% is about no effect; mostly tested at two doses, the higher about 12 µM
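Cells at 1500/well, incubated overnight, then treated with pinned compounds (dopamine as control) for 90 min at 37 degrees C. DiscoveRx reagent added for 30 - 60 minutes at room temperature; luminescence read.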
PI5P4K alpha inh – blocks human PI5P4K alpha kinase activity. PI5P4Kalpha enzyme, ADP-Glo luminescence, 60 min; hits give low values. max response, %. 330,000 tested, 1.2% active; active = max response of -50% or lower; inconclusive = between -30% and -50%; inactive = -30% or higher; note: value at the top dose of about 77 µM; % is set by controls: 0 for no effect and ±100 for the full control effect
Target sequence (P48426 whole entry, looked up): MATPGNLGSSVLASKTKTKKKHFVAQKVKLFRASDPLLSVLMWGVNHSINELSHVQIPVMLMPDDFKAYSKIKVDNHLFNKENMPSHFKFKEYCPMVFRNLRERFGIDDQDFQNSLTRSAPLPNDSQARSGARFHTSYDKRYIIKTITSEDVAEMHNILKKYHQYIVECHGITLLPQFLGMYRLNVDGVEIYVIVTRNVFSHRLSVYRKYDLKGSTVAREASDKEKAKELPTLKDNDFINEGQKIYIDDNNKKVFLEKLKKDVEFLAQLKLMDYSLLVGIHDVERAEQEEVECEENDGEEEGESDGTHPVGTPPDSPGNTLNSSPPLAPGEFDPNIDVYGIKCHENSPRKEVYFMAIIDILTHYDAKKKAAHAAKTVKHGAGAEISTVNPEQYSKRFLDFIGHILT
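Enzyme plus substrate dispensed, test compounds pinned in, then ATP (5 microM final) added. After 60 min at RT, ADP-Glo reagent 1 for 45 min and reagent 2 for 30 min preceded luminescence imaging.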
PLK1 PBD block – PLK1 (human) polo-box domain binding inhibition. Plk1 PBD binding of FITC phosphopeptide, fluorescence polarization. 360,000 tested, 2.8% active. Potency, µM, for the others: max response, negative = inhibition, hits mostly inhibitors; note: potency is the fitted concentration of half-maximal effect; series mostly up to about 57 µM; % is set by controls: 0 for no effect and ±100 for the full control effect; nearly all actives have a fitted effect of over 65% in size
GLP1R ag – agonists of human GLP-1 receptor | P43220 | HEK293 GLP-1R CRE-luciferase, luminescence, 4-6 h; cells express a hypersensitive GLP-1R form | Potency, µM (series often up to 45.6 µM), inactives show top-dose activation, hits mostly activators | 380,000 tested, 0.007% active; note: potency is the fitted concentration of half-maximal effect; % of control where 0% means no effect
Target sequence (P43220 whole entry, looked up): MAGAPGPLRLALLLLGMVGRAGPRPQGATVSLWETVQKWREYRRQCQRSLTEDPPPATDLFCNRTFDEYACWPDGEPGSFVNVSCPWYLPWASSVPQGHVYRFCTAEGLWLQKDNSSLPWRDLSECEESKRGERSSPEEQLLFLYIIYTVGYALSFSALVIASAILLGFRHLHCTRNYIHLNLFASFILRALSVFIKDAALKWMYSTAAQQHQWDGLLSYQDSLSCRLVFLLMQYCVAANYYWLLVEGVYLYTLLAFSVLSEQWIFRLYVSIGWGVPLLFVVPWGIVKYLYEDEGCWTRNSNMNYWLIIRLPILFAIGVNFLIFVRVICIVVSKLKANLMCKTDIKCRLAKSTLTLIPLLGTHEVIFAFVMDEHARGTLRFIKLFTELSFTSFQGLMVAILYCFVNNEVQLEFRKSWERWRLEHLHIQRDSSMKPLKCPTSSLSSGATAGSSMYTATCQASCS
IL-2 act – IL-2 activation; IL-2 activation reporter assay, cell-based qHTS; stimulated with anti-CD3/CD4/CD28 beads; in transgenic mouse T cells; AID 652025; 360,000 tested, 0.065% active; activation, % (series mostly up to about 46 µM); in the data active = activation above about 50%; inconclusive = mostly about 30% to 49%; note: 0% is about no effect
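Using fluorescent plate cytometry, EGFP and DsRed are detected in transgenic mouse T cells stimulated 18 h at 37 degrees C with antibody-coated beads after 60 min compound pretreatment.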
GLP1R inv ag – GLP-1 receptor (human) inverse agonism; P43220; HEK293 GLP-1R CRE-luciferase, luminescence, 24 h; GLP-1R form is constitutively active; Potency, µM (titrated, usually from 38.3 µM), for the others: at the top dose activity change, negative = inhibition, hits mostly inhibitors; 410,000 tested, 1.6% active; note: potency is the fitted concentration of half-maximal effect; % is set by controls: 0 for no effect and ±100 for the full control effect; nearly all actives have a fitted effect of over 55% in size
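qHTS in 1536-well format: reporter HEK293 cells expressing constitutive GLP-1R activity in DMEM + 10% Nu serum, 24 hr with compounds at 37 deg C, luminescence read after 12 min with detection reagent.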
DRD3 antagonist – D3 dopamine receptor (human) antagonism | D3R cells, DiscoveRx beta-arrestin luminescence, antagonist mode; hits give low values | max response, negative = inhibition, % | 360,000 tested, 2.5% active | P35462; in the data active = max response below about -50%; inconclusive = no clear call, values can overlap the other calls; note: % is set by controls: 0 for no effect and ±100 for the full control effect; mostly tested at two doses, the higher about 12 µM
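Cells expressing the human receptor were seeded at 1500 cells/well, incubated overnight at 37 degrees C in 5% CO2, then exposed to library compounds with dopamine controls for 90 minutes at 37 degrees C before luminescent detection.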
HEK293 tox – cytotoxicity in counter-screen for GLP-1R inverse agonists; HEK293 cAMP-luciferase reporter cells, luminescence, 24 h; Potency, µM (titrated, usually from 38.3 µM), without a hit: at the top dose activity change, negative = inhibition, usual class: inhibitors; 410,000 tested, 0.13% active; AID 624418;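 note: loss of luciferase light is scored as toxicity; potency is the fitted concentration of half-maximal effect; % is set by controls: 0 for no effect and ±100 for the full control effect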
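Cells in DMEM/10% Nu serum/1% pen-strep, 1536-well format. Pre-incubated 12 h, dosed with 23 nL compound, incubated a further 24 h. Luciferase detection, 12 min at room temp, luminescence.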
Starred values were filed as active, the others as inactive; & = joins results of further samples; [ ] = another dose, or the depositor's remark. Unless noted, calls come from the whole dose curve; as a rule, active = well fitted curve in the direction sought with a large enough effect; inconclusive = small, poorly fitted or top-dose-only effect, or another doubt; inactive = no such curve, though single readings can be large; an effect the other way counts as inactive or inconclusive.

What do the screens show for `Cc1ccccc1CN(C)CC(=O)Nc1c(C)cccc1C(C)C`?
WRN helicase inh: -11%; DRD3 agonist: -10; PI5P4K alpha inh: 8; PLK1 PBD block: 0%; GLP1R ag: 17%; IL-2 act: -1.6; GLP1R inv ag: inconclusive; DRD3 antagonist: 20; HEK293 tox: 2%

Results for CCOC(=O)c1[nH]c(C)c(CN(C(C)=O)c2ccc(OCC)cc2)c1C ?
WRN helicase inh: 8%; DRD3 agonist: 3; PI5P4K alpha inh: -3; PLK1 PBD block: -1%; GLP1R ag: 14%; IL-2 act: 0.5; GLP1R inv ag: -16%; DRD3 antagonist: 2; HEK293 tox: -12%

Results for CCN(C(=O)CSc1nnc2ccccn12)C1CCS(=O)(=O)C1 (configuration not stated) ?
WRN helicase inh: 6%; DRD3 agonist: 0; PI5P4K alpha inh: 9; PLK1 PBD block: -14%; GLP1R ag: 0%; IL-2 act: -3.8; GLP1R inv ag: 14%; DRD3 antagonist: inconclusive; HEK293 tox: 6%

How did CC(C)N(C(=O)CSc1nc(Cc2ccccc2)nc2ccccc12)C(C)C do in these assays?
WRN helicase inh: -7%; DRD3 agonist: 11; PI5P4K alpha inh: 8; PLK1 PBD block: -6%; GLP1R ag: 2%; IL-2 act: -0.5; GLP1R inv ag: inconclusive; DRD3 antagonist: 14; HEK293 tox: -24%

How did COC1=CC(=O)OC(C)(c2ccccc2)C1 (configuration not stated) do in these assays?
WRN helicase inh: 13%; DRD3 agonist: 24; PI5P4K alpha inh: -5; PLK1 PBD block: 1%; GLP1R ag: 6%; IL-2 act: -0.3; GLP1R inv ag: 11%; DRD3 antagonist: 6; HEK293 tox: 5%

How did Oc1ccc(/C=N/N2CCCCC2)c(O)c1 do in these assays?
WRN helicase inh: 0%; DRD3 agonist: 1; PI5P4K alpha inh: -18; PLK1 PBD block: -1%; GLP1R ag: 11%; IL-2 act: 1.6; GLP1R inv ag: 12%; DRD3 antagonist: 7; HEK293 tox: 3%

What do the screens show for `O=C1CSC(=Nc2ccc(F)cc2)N1`?
WRN helicase inh: -2%; DRD3 agonist: 3; PI5P4K alpha inh: 2; PLK1 PBD block: -7%; GLP1R ag: 1%; IL-2 act: -0.5; GLP1R inv ag: 1%; DRD3 antagonist: 11; HEK293 tox: 23%

Results for CCc1nc2c(OCc3ccccc3C(=O)OC)cccn2c1N(C)C(=O)Nc1ccccc1OC ?
WRN helicase inh: -8%; DRD3 agonist: -4; PI5P4K alpha inh: 1; PLK1 PBD block: -7%; GLP1R ag: 5%; IL-2 act: -0.3; GLP1R inv ag: inconclusive; DRD3 antagonist: -10; HEK293 tox: 0%

How did N#CCCn1nc(-c2ccccc2)cc1-n1c(C(F)(F)F)nc2ccccc21 do in these assays?
WRN helicase inh: -14%; DRD3 agonist: 2; PI5P4K alpha inh: 11; PLK1 PBD block: -5%; GLP1R ag: -3%; IL-2 act: -2.8; GLP1R inv ag: inconclusive; DRD3 antagonist: 11; HEK293 tox: -20%

How did COc1ccc(CC(=O)N/N=C(/C)CC(=O)N(C)c2ccccc2)cc1 do in these assays?
WRN helicase inh: -4%[57.1 µM]; DRD3 agonist: -1; PI5P4K alpha inh: 4; PLK1 PBD block: 3%; GLP1R ag: 4%; IL-2 act: 0.3; GLP1R inv ag: 4%; DRD3 antagonist: 18; HEK293 tox: 2%

How did CC(C)CNC(=S)Nc1ccc(Oc2ccccc2)cc1 do in these assays?
WRN helicase inh: -9%; DRD3 agonist: -2; PI5P4K alpha inh: 9; PLK1 PBD block: -24%; GLP1R ag: 7%; IL-2 act: 0.0; GLP1R inv ag: 11µM*; DRD3 antagonist: -17; HEK293 tox: inconclusive

How did CC(=O)c1ccc(S(=O)(=O)NC2CC2)cc1 do in these assays?
WRN helicase inh: -2%; DRD3 agonist: -8; PI5P4K alpha inh: 0; PLK1 PBD block: 0%; GLP1R ag: 0%; IL-2 act: 1.9; GLP1R inv ag: 3%; DRD3 antagonist: 3; HEK293 tox: -14%

Results for COC(=O)c1c(NS(C)(=O)=O)sc2c1CCCC2 ?
WRN helicase inh: -1%[57.1 µM]; DRD3 agonist: 1; PI5P4K alpha inh: inconclusive; PLK1 PBD block: inconclusive; GLP1R ag: -4%; IL-2 act: -0.6; GLP1R inv ag: 0%; DRD3 antagonist: -23; HEK293 tox: -3%

How did COc1cc2c(cc1OC)C(C1C(=O)CC(C)CC1=O)N(C(=O)CCl)CC2 (configuration not stated) do in these assays?
WRN helicase inh: -17%; DRD3 agonist: -15; PI5P4K alpha inh: -2; PLK1 PBD block: -6%; GLP1R ag: 18%; IL-2 act: -5.0; GLP1R inv ag: 0%; DRD3 antagonist: inconclusive; HEK293 tox: 12%

How did COc1ccc(Cn2c(O)c(/C=N/NC(=O)c3cccnc3)c3ccccc3c2=O)cc1 do in these assays?
WRN helicase inh: inconclusive; DRD3 agonist: 0; PI5P4K alpha inh: 50; PLK1 PBD block: 9%; GLP1R ag: 6%; IL-2 act: 0.9; GLP1R inv ag: -23%; DRD3 antagonist: -1; HEK293 tox: 252%[activator]

Results for COC(=O)c1c(C)[nH]c(C(=O)C(C)OC(=O)C2CC2)c1C (configuration not stated) ?
WRN helicase inh: -10%; DRD3 agonist: 3; PI5P4K alpha inh: 1; PLK1 PBD block: 2%; GLP1R ag: 1%; IL-2 act: -1.8; GLP1R inv ag: -2%; DRD3 antagonist: 24; HEK293 tox: -5%

Results for CCOc1ccc(-c2cn(-c3ccccc3OC)c(=S)[nH]2)cc1 ?
WRN helicase inh: -5%; DRD3 agonist: 2; PI5P4K alpha inh: -26; PLK1 PBD block: inconclusive; GLP1R ag: 10%; IL-2 act: -0.6; GLP1R inv ag: -20%; DRD3 antagonist: 2; HEK293 tox: -21%

How did COc1ccccc1C(=O)NC(CCSC)C(=O)OC(C)C(N)=O (configuration not stated) do in these assays?
WRN helicase inh: 3%; DRD3 agonist: 4; PI5P4K alpha inh: 4; PLK1 PBD block: -3%; GLP1R ag: 7%; IL-2 act: 3.4; GLP1R inv ag: 3%; DRD3 antagonist: 3; HEK293 tox: 6%

What do the screens show for `S=C(Nc1ccccc1)Nc1cccc(Cl)c1Cl`?
WRN helicase inh: -3%; DRD3 agonist: 1; PI5P4K alpha inh: -1; PLK1 PBD block: -28%; GLP1R ag: -1%; IL-2 act: 0.2; GLP1R inv ag: 3%; DRD3 antagonist: 0; HEK293 tox: 10%

How did Cc1cccc(OCc2nnc(-c3ccc(F)cc3)o2)c1 do in these assays?
WRN helicase inh: 1%; DRD3 agonist: 1; PI5P4K alpha inh: 5; PLK1 PBD block: -5%; GLP1R ag: -2%; IL-2 act: 0.4; GLP1R inv ag: inconclusive; DRD3 antagonist: -3; HEK293 tox: -5%

What do the screens show for `Cc1cccc(Nc2nc3c(s2)CCCC3)c1`?
WRN helicase inh: -2%; DRD3 agonist: -9; PI5P4K alpha inh: -4; PLK1 PBD block: -15%; GLP1R ag: 4%; IL-2 act: 1.4; GLP1R inv ag: inconclusive; DRD3 antagonist: 3; HEK293 tox: inconclusive

What do the screens show for `CCCCN(CC)CCCNC(=O)c1cc2c(=O)[nH]c3ccccc3c2s1`?
WRN helicase inh: 41%[activator]; DRD3 agonist: -30&-24; PI5P4K alpha inh: -3; PLK1 PBD block: 2%; GLP1R ag: -2%; IL-2 act: -1.6; GLP1R inv ag: 6%&-6%; DRD3 antagonist: -24; HEK293 tox: 4%&0%

Results for COC(=O)c1ccc2c(c1)NC(=O)C(N1CCCC1)S2 (configuration not stated) ?
WRN helicase inh: 0%; DRD3 agonist: 4; PLK1 PBD block: 3%; GLP1R ag: -8%; IL-2 act: 4.2; GLP1R inv ag: -9%; DRD3 antagonist: -4; HEK293 tox: 6%

Results for Cc1nn(-c2ccccc2)c(C)c1NC(=O)COc1ccc([N+](=O)[O-])cc1 ?
WRN helicase inh: -4%; DRD3 agonist: 4; PI5P4K alpha inh: -6; PLK1 PBD block: 0%; GLP1R ag: -1%; IL-2 act: 0.4; GLP1R inv ag: -5%; DRD3 antagonist: 1; HEK293 tox: -9%

Results for CC1(C)C(c2ccco2)=[N+]([O-])C2(CCCCC2=O)N1O (configuration not stated) ?
WRN helicase inh: 0%[57.1 µM]; DRD3 agonist: -7; PI5P4K alpha inh: -5; PLK1 PBD block: -1%; GLP1R ag: -9%; IL-2 act: -2.7; GLP1R inv ag: 0%; DRD3 antagonist: -13; HEK293 tox: -7%

Results for Cc1ccc(NC(=O)c2cnc(N3CCN(c4ccccn4)CC3)c3ccccc23)c(Br)c1 ?
WRN helicase inh: -5%[57.1 µM]; DRD3 agonist: 44*; PI5P4K alpha inh: 7; PLK1 PBD block: 24µM*; GLP1R ag: -2%; IL-2 act: -1.0; GLP1R inv ag: inconclusive; DRD3 antagonist: 89; HEK293 tox: 1%

What do the screens show for `O=C(CC1C(=O)NCCN1C(=O)Nc1ccccc1)Nc1cc(Cl)cc(Cl)c1` (configuration not stated)?
WRN helicase inh: 4%; DRD3 agonist: -1; PI5P4K alpha inh: 30; PLK1 PBD block: -4%; GLP1R ag: -1%; IL-2 act: -2.6; GLP1R inv ag: inconclusive; DRD3 antagonist: -6; HEK293 tox: -5%

How did O=[N+]([O-])c1ccc(C2NS(=O)(=O)N=C3CCCCCN32)cc1 (configuration not stated) do in these assays?
WRN helicase inh: 2%; DRD3 agonist: 1; PI5P4K alpha inh: -4; PLK1 PBD block: -4%; GLP1R ag: 17%; IL-2 act: 0.6; GLP1R inv ag: 16%; DRD3 antagonist: 52; HEK293 tox: -17%

What do the screens show for `CCc1nc2ccc(C(=O)NCCCN(C)C)cn2c1N(C)CCCc1ccccc1`?
WRN helicase inh: 3%; DRD3 agonist: -20; PI5P4K alpha inh: -6; PLK1 PBD block: -8%; GLP1R ag: -4%; IL-2 act: -0.7; GLP1R inv ag: inconclusive; DRD3 antagonist: -11; HEK293 tox: -10%
